SR-BI uptake up = enhances SR-BI lipid uptake from DiI-HDL | CHO ldlA[mSR-BI] cells, DiI-HDL uptake fluorescence, 3 h; 100 = double the neutral-control signal | activation, % at 12.5 µM | 320,000 compounds, 0.096% hits | AID 504775;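 active = mean replicate activation of at least 60% and every replicate at or above 60%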;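 note: 0% = median plate neutral-control signal and 100% = twice that signal; values of inactives mirror those of a sister screen read the other way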
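Test system: SR-BI-overexpressing, LDLR-lacking CHO cells. Measured by: DiI fluorescence, bottom read. Medium: Ham's F12 with 0.5% BSA, HEPES 25 mM, pH 7.4. Timing: 3 h uptake period with compound, 37 °C.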
Pemphigus Ab inh = blocks pemphigus antibody binding to human desmoglein-3. P32926. DSG3-coupled beads, scFv-anti-DSG3-GFP binding, flow cytometry; active compounds read low. binding (percent of control), % at 10 µM. 310,000 compounds, 0.48% hits. AID 588358;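 active = binding more than 3 SD below its plate's average and above zero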;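 note: hits lower antibody fragment binding to DSG3; some compounds called inactive have numbers as strong as hits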
PKA-R2B activ = PKA-R2B complex activation | PKA-R2B holoenzyme dissociation, Cy5-IP20 fluorescence polarization; R2B truncated from residue 108, S112A mutant; 0% DMSO only, 100% 113 µM cGMP | activation, % at 11.4 µM | 340,000 compounds, 0.079% hits;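 active = activation above a cutoff set at the mean over all compounds plus 3 SD, cut at about 18% in these data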;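 note: higher means more holoenzyme dissociation and a rise in polarization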
Target sequence (P31323 whole entry, looked up, other chains not shown, the tested form may be a part): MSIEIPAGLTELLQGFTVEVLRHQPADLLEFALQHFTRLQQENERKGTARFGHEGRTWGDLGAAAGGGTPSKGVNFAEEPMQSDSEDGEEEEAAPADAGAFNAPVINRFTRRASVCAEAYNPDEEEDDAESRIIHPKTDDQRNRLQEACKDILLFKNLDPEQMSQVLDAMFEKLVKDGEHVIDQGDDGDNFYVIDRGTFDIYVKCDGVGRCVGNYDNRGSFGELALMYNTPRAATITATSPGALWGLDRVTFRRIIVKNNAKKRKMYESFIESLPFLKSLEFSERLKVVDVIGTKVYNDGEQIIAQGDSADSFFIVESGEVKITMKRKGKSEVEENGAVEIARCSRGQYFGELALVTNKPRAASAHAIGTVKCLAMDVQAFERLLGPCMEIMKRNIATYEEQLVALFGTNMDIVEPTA
MITF act = MITF TRPM1 promoter activation in melanoma cells; SK-MEL-5 TRPM1-promoter luciferase, 24 h; % of positive control, neutral wells = 0; activation, % at 12.5 µM; 300,000 compounds, 0.75% hits; AID 588334;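 active = mean activation of at least 80% with every replicate also reaching 80%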;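 note: 0% = neutral control wells and 100% = parthenolide positive control wells; values of inactives mirror those of a sister screen read the other way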
Arr AP2 block = human beta-arrestin and AP2 interaction inhibition; FITC-arrestin peptide / GST-AP2 beads, flow cytometry; AP2 beta2 appendage carries R879A mutation; inhibition, % at 10 µM; 340,000 compounds, 0.31% hits; AID 504490;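 active = inhibition above a set limit, near 3 SD of compounds lacking own fluorescence, cut at about 54% in these data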;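 note: plate controls were DMSO wells for no effect and 5 µM unlabelled arrestin peptide for full effect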
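System: GST-tagged AP2 beta2-adaptin appendage (R879A) on 4 µm glutathione beads / Reagent: FITC-arrestin peptide, 50 nM / Detection: HyperCyt-sampled flow cytometry, FL1 channel, ex 488/em 535 nm / Timing: 12 min plus 1 h, RT / Buffer or medium: PBS plus Tween 20 (0.05%) and BSA (0.1%)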
Mot1-301 SUMO = blocks SUMOylation pathway, rescuing yeast Mot1-301 growth; S. cerevisiae Mot1-301 growth rescue, ATP luminescence, 38.5C; percent above DMSO median, 100 means doubled; 320,000 compounds, 1% hits; growth rescue, % at 18.8 µM;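 active = every valid replicate shows activation above 250% relative to neutral control wells; inactive = the rest, any valid replicate at or below 250%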;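 note: OY570 slx delta 5 strain wells were the positive control but not used for scaling; some compounds called inactive have numbers as strong as hits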
NSD2 inh = inhibitors of human histone methyltransferase NSD2; inhibition, % at 12.5 µM; AID 743445; 310,000 compounds, 0.54% hits; NSD2 peptide methylation, AlphaScreen, 120 min; O96028; in the data active = inhibition above about 50%
SR-BI DiI inh = mouse SR-BI HDL lipid transfer inhibition | Q61009 | ldlA[mSR-BI] CHO cells, DiI-HDL uptake fluorescence, 3 h | inhibition, % at 12.5 µM | 320,000 compounds, 0.96% hits;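 active = mean replicate inhibition of at least 70% and a set share of replicates each scoring 70 or more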;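 note: 0% = median of neutral control wells and 100% = median of positive control wells; values of inactives mirror those of a sister screen read the other way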
dFosB activator = activators of mouse delta FosB homodimer; P13346; purified delta FosB, TAMRA-CDK5 oligo fluorescence polarization; percent of positive-control signal above neutral wells; activation, % at 25 µM; 340,000 compounds, 0.99% hits; AID 493131;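 active = mean activation above about 17%, with every replicate also reaching it, limit read from the data, passing the limit was not always enough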;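 note: fluorescence polarization rise as delta FosB binds a TAMRA Cdk5 AP-1 oligo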
Target sequence (P13346 whole entry, looked up): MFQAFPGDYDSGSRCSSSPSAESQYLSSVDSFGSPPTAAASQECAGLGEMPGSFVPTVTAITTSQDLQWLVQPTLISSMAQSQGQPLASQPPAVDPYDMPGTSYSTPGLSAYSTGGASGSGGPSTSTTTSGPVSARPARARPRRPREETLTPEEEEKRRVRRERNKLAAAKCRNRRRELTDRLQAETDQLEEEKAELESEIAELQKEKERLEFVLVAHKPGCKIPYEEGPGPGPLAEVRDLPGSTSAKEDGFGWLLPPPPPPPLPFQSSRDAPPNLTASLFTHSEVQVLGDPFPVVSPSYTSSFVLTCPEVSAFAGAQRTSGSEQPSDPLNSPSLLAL
CDK5 p35 inh = blocks human CDK5/p35 kinase activity. AID 488839. inhibition, % at 10 µM. 330,000 compounds, 0.01% hits. Recombinant CDK5/p35, ADP-Glo luminescence, 60 min. Q00535+Q15078;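 active = highest replicate inhibition of at least 50% and at least 75% of replicates reaching 50%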;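 note: plate controls were DMSO neutral control for no effect and GW8510 at 10 µM for full effect; many of its hits are not listed in these tables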
PKA-R1A act = activators of PKA-R1A complex; AID 504707; activation, % at 11.4 µM; PKA-R1A dissociation, Cy5-IP20 fluorescence polarization; scaled: DMSO 0%, 113 µM cGMP 100%; 340,000 compounds, 0.083% hits; P00514+P68181;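 active = percent activation above the mean of all tested compounds plus 3 SD, cut at about 19% in these data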;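 note: higher means more PKAc released from R1A so a rise in polarization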
* hit, by the source's call; x = not tested or not shown.

SMILES	SR-BI uptake up	Pemphigus Ab inh	PKA-R2B activ	MITF act	Arr AP2 block	Mot1-301 SUMO	NSD2 inh	SR-BI DiI inh	dFosB activator	CDK5 p35 inh	PKA-R1A act
CCCCCn1c(Sc2ncccn2)nc2c1c(=O)[nH]c(=O)n2C	x	x	2.0	4.4	-1.9	4.4	-1.4	x	0.0	-0.9	-5.4
CSc1nsc(SC)c1C(=O)Nc1ccc(C)cc1	-22.0	102.1	-1.7	0.3	20.3	-6.7	-1.5	22.0	3.4	0.0	-3.3
CC(=O)c1c(C)[nH]c(C(=O)Nc2ccc(F)cc2F)c1C	-19.3	100.0	5.5	9.6	16.2	-5.0	-0.2	19.3	-14.6	-0.2	-0.2
COC(=O)/C=C/C(=O)Nc1cccc(C(F)(F)F)c1	5.0	103.3	-8.3	12.1	-3.9	2.2	1.5	-5.0	3.4	-0.3	-4.8
CCOC(=O)CNC(=S)n1ncnc1N	17.4	98.7	-5.9	-9.0	6.6	16.1	-1.5	-17.4	-0.3	2.6	3.8
C/C=C/c1ccc(OCC(=O)Nc2cc(OC)c(OC)c(OC)c2)c(OC)c1	-57.0	108.7	-0.6	-15.4	-20.9	4.2	-1.5	57.0	-13.7	1.2	-11.6
COc1ccc(N2CCN(C(CNC(=O)C(C)(C)C)c3cccnc3)CC2)cc1 (configuration not stated)	31.8	116.1	1.8	4.2	10.6	6.8	-0.7	-31.8	-0.7	-5.8	3.3
COc1cnn(C(C)(C)C)c(=O)c1Cl	-3.3	98.0	-3.5	-9.5	-7.9	12.2	-2.2	3.3	-0.7	2.1	-12.0
Cc1nc(SCC#N)c2c(C)c(C)sc2n1	7.7	79.1	-8.0	x	3.0	1.0	-4.6	-7.7	-6.1	0.4	-1.7
NNC(=O)c1ccc(COc2ccc3ccccc3c2)o1	-28.8	x	2.6	8.1	-8.6	6.3	-4.6	28.8	-2.3	1.6	-16.4
CC(C#N)Sc1nc2ccccc2c(=O)n1-c1ccccc1 (configuration not stated)	-4.7	101.9	-21.2	1.9	8.0	-11.9	-1.8	4.7	-2.2	-1.5	-4.0
CC1CCCc2sc3nc(N4CCN(CCO)CC4)n4ncnc4c3c21 (configuration not stated)	23.0	100.0	1.9	x	25.9	-3.2	12.8	-23.0	-0.1	-0.3	7.0
CC(C)=C(NC(=O)c1ccccc1)C(=O)N1CCOCC1	5.7	97.3	-3.6	2.5	31.9	-9.5	-0.4	-5.7	-1.0	3.6	-0.6
CC(C)/C=N/Nc1nc2c(c(=O)n(C)c(=O)n2C)n1C	5.9	115.2	-2.5	-2.8	-13.5	20.5	0.8	-5.9	1.2	1.2	3.0
CCCCOc1ccc(C(=O)N/C(=C\c2cccc([N+](=O)[O-])c2)C(=O)OCc2ccco2)cc1	-25.9	162.9	-3.9	9.4	-5.3	-8.8	0.1	25.9	16.0	-0.3	-5.9
CS(=O)(=O)N1CCC(C(=O)N2CCN(C(c3ccccc3)c3ccccc3)CC2)CC1	3.2	104.5	-1.7	-6.1	18.4	-3.7	-2.0	-3.2	-5.3	1.6	-5.3
O=C(NC(=S)Nc1ccc(S(=O)(=O)Nc2nccs2)cc1)c1ccccc1F	40.5	112.1	-5.2	-5.6	9.9	95.4	-1.9	-40.5	0.7	0.0	-12.4
Cc1cccc(-n2c(C)cc(/C=N/NC(=O)c3cccc([N+](=O)[O-])c3C)c2C)c1	x	107.6	3.8	-7.7	1.4	-14.4	-3.2	x	2.6	-0.2	-8.5
COc1ccc(-n2ccc(-c3nn(-c4cccc(C(F)(F)F)c4)ccc3=O)n2)cc1	1.5	113.5	-7.9	0.2	8.1	-0.2	-0.8	-1.5	-1.3	0.1	-10.5
OC1(C(F)(F)F)CC(O)(C(F)(F)F)n2nc(-c3ccccc3)cc2N1 (configuration not stated)	-0.3	96.5	-21.2	x	-7.3	1.0	-0.9	0.3	-6.3	-1.2	-1.7

The list goes on; the last 2 above are carried over.
SMILES	SR-BI uptake up	Pemphigus Ab inh	PKA-R2B activ	MITF act	Arr AP2 block	Mot1-301 SUMO	NSD2 inh	SR-BI DiI inh	dFosB activator	CDK5 p35 inh	PKA-R1A act
COc1ccc(-n2ccc(-c3nn(-c4cccc(C(F)(F)F)c4)ccc3=O)n2)cc1	1.5	113.5	-7.9	0.2	8.1	-0.2	-0.8	-1.5	-1.3	0.1	-10.5
OC1(C(F)(F)F)CC(O)(C(F)(F)F)n2nc(-c3ccccc3)cc2N1 (configuration not stated)	-0.3	96.5	-21.2	x	-7.3	1.0	-0.9	0.3	-6.3	-1.2	-1.7
Cc1cc(C(=O)CN2C(=O)NC3(CCCC3)C2=O)c(C)n1-c1ccc2c(c1)OCO2	45.1	97.4	2.7	10.3	-2.9	1.3	5.1	-45.1	-14.0	0.5	-7.2
COC(=O)CN(C#N)c1nc(C)cc(C)n1	54.9	79.7	-2.8	-6.6	-3.2	-9.6	-3.2	-54.9	-4.5	-1.6	-7.7
O=C(COC(=O)c1cccnc1Nc1cccc(C(F)(F)F)c1)NCc1ccc2c(c1)OCO2	9.4	114.2	-5.5	-1.2	-13.0	50.4	-5.0	-9.4	19.1*	0.0	-7.4
CCOC(=O)N1CCN(CC(=O)Nc2ccc(F)cc2)CC1	2.8	96.5	-8.7	5.0	-10.2	-13.0	-5.5	-2.8	0.0	-0.2	1.7
CC(=O)Nc1ccc(N2S(=O)(=O)c3ccccc3S2(=O)=O)cc1	-10.7	114.2	3.0	-0.6	-2.4	3.5	-2.6	10.7	-0.6	-0.1	-11.1
COc1ccc(-n2c(Cc3cccn3C)nnc2SCC(=O)NCc2ccco2)cc1	-5.3	104.6	7.5	-4.0	22.7	95.6	x	5.3	0.2	0.5	-2.9
COc1ccccc1CCNS(=O)(=O)c1cc2c3c(c1)C(C)C(=O)N3CCC2 (configuration not stated)	18.1	95.9	2.4	-2.6	-7.0	-7.2	6.9	-18.1	-6.7	x	-2.1
O=C(CSC(=S)N1CCOCC1)Nc1ncc2c(n1)CC(c1ccco1)CC2=O (configuration not stated)	-8.4	x	2.9	-9.9	3.0	10.1	-2.4	8.4	-0.2	0.7	-5.3
CCCN(CC1CCCO1)C(=O)CCc1nnc(CCc2ccc(OC)cc2)o1 (configuration not stated)	-2.8	92.6	-6.5	5.1	19.1	-13.5	2.3	2.8	-8.4	0.2	-4.7
CCOC(=O)CCP(=O)(O)C(C)(O)c1ccccc1 (configuration not stated)	47.7	103.4	7.5	-8.3	2.0	67.0	1.2	-47.7	-1.4	-5.1	10.8
CNC(=O)c1nc[nH]c1C(=O)NC	x	x	4.2	-3.3	-1.7	189.1	6.7	-6.4	5.9	-0.4	-7.1
O=C(CC(=O)NC1CCCCC1)N/N=C/c1cccc2ccccc12	17.1	97.2	-8.2	-6.5	-60.0	0.1	0.3	-17.1	-1.4	0.8	4.9
Cc1ccccc1NC(=O)Cc1c[nH]c2ccccc12	26.5	111.1	5.1	-14.9	22.9	0.4	-0.9	-26.5	-4.6	-1.3	-0.9
O=C(COc1ccc(Cl)cc1)NNC(=O)c1ccccn1	11.6	99.9	-1.8	-6.5	16.5	-12.8	-5.0	-11.6	3.7	-0.3	-1.4
O=C(Cc1c(F)cccc1Cl)Nc1ccncc1	-6.6	123.1	1.2	6.5	-0.5	24.8	0.5	6.6	-4.7	-2.8	-0.5
c1ccc(COC(CN2CCCCCC2)CN2CCCCCC2)cc1	0.0	x	-4.3	7.9	3.2	9.6	10.9	0.0	-8.0	-2.2	0.1
CN(C)c1ccc(NC(=O)CCN2CCN(c3ccccn3)CC2)cc1	6.0	96.7	-13.5	x	1.4	-1.4	0.6	-6.0	1.3	1.7	-8.7
COc1ccc(C)cc1NC(=S)N1CCN(c2ncccn2)CC1	11.0	112.7	-1.2	-1.7	44.5	-23.6	0.3	-11.0	-8.2	0.1	-8.6
CCC(=O)Nc1c(-c2ccccc2Cl)c(=O)c2ccccc2n1C	11.7	108.3	-0.6	-3.6	2.5	2.5	-1.0	-11.7	-2.2	0.8	-4.8
Cc1ccc2c(c1)c1c3n2CCN(C(=O)CN2CCN(C)CC2)C3CCC1 (configuration not stated)	-15.1	128.3	0.6	49.6	-0.4	11.0	-0.2	15.1	1.8	-0.2	0.2
CC(=O)N(CCN1CCOCC1)Cc1cc2cc3c(cc2nc1Cl)OCO3	-7.6	92.4	4.2	0.1	-17.1	5.2	-0.2	7.6	-5.2	-2.4	0.7
Oc1ccc(/C=N/Nc2ccc(C(F)(F)F)cn2)c(O)c1	-2.1	96.0	-4.0	-1.5	37.2	330.9	4.5	2.1	1.9	67.2*	-17.6
Cc1cccc(CCN(C(=O)c2csnn2)C(C(=O)NC2CCCC2)c2ccco2)c1 (configuration not stated)	13.5	100.3	-1.4	-7.0	14.1	-25.6	1.5	-13.5	-8.4	-0.5	3.5
O=C(CNC(=O)C1CCCCC1)NCCCO	20.4	104.0	3.2	8.7	6.1	-9.8	-0.6	-20.4	-2.1	0.6	4.8
CS(=O)(=O)c1cccc(C(=O)OCC(=O)NCc2cccs2)c1	4.0	101.3	1.4	-0.7	14.9	1.6	-1.0	-4.0	-3.1	0.0	1.7
O=C(NN=C1CCCCCCC1)c1ccc2ccccc2n1	-7.0	111.1	-5.7	-3.0	-3.4	-4.4	-1.3	7.0	-11.4	0.2	3.8
Cc1cc(O)c(C(C)C)cc1NC(=O)Nc1cc(Cl)ccc1Cl	-30.8	94.8	16.9	11.7	14.9	x	2.6	30.8	-18.0	0.1	-5.8
Cc1ccc(Cl)c(N/C=C/C(=O)c2ccccc2)c1	-51.5	122.8	0.5	x	4.6	69.5	-0.8	51.5	7.2	0.4	-6.4
NNc1nc(Nc2ccccc2)nc(Nc2ccccc2)n1	-22.1	94.5	-5.3	-4.8	17.1	-9.8	-1.7	22.1	46.4*	0.0	-3.6
CCC(C)n1ncn(-c2ccc(N3CCN(c4ccc(O)cc4)CC3)cc2)c1=O (configuration not stated)	-21.5	123.9	-6.4	-16.2	5.6	103.5	22.1	21.5	-6.1	-1.8	-2.2
CNc1c(NS(=O)(=O)c2cc(Cl)ccc2OC)c(=O)oc2ccccc12	-6.1	x	2.9	2.2	-9.7	60.1	x	6.1	-6.8	-5.8	0.9
CC(=O)Nc1ccc(S(=O)(=O)N(C)CC(=O)OCC(=O)N2CCc3ccccc32)cc1	12.4	97.9	7.8	x	-6.8	-6.6	4.8	-12.4	-2.6	-1.0	-1.7
Cc1nccn1Cc1ccccc1	4.9	x	-4.8	-3.6	7.7	-0.6	x	-4.9	-4.3	-0.9	-9.9
